# VP16 counter: inhibits Gal4-VP16 luciferase reporter, ROR gamma counter-screen | hit rate 3.5% among 310,000 | AID 2546 | Drosophila S2 Gal4-VP16 UAS-luciferase, luminescence, 20 h | Potency, µM (highest dose often 53.6 µM), for the others: at the highest dose activity, negative = inhibition, hits mostly inhibitors;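 further: Gal4-VP16 expression switched on by copper sulfate through the metallothionein promoter; potency means the concentration at half of the fitted maximal effect; on the % scale 0 is the no-effect control and ±100 the full control effect; nearly all actives have a fitted effect of over 50% in size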
# FLuc modulator: counter-screen for miR-21 project: firefly luciferase inhibitors or activators. hit rate 6.9% among 360,000. P08659. purified FLuc, Km substrates, luminescence inhibition. Potency, µM (series often up to 57.5 µM), for the others: top-dose activity change, negative = inhibition, hits mostly inhibitors;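 further: potency means the concentration at half of the fitted maximal effect; plate controls were vehicle for no effect and reference inhibitor for full effect; nearly all actives have a fitted effect of over 55% in size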
# Target sequence (P08659 whole entry, looked up): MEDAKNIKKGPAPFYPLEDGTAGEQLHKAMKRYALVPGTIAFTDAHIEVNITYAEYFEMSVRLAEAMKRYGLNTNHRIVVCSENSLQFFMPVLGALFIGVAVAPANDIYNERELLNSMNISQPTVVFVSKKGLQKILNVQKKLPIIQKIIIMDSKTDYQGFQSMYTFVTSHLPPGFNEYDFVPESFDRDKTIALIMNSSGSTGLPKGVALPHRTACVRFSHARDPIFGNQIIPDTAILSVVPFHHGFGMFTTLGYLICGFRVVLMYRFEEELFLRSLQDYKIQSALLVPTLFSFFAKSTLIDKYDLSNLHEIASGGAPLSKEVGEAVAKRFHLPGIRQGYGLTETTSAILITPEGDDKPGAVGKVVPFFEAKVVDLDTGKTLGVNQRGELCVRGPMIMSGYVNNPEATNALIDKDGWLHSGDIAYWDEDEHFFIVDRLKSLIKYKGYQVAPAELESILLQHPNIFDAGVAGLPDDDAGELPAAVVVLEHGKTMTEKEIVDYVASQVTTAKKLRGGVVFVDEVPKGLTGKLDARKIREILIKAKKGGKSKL
#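 Purified P. pyralis luciferase, 10 nM final, with Km-level 10 uM D-luciferin and 10 uM ATP in 50 mM Tris acetate pH 7.5, 10 mM Mg acetate, 0.01% Tween-20, 0.05% BSA; 6-point qHTS titration about 60 µM downward; luminescence read.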
# NPC1 promoter act: activators of NPC1 promoter; AID 485313; hit rate 2.4% among 320,000; Potency, µM (series often up to 9.22 µM), inactives show at the highest dose activation, hits mostly activators; Huh7 NPC1 promoter luciferase reporter, 24 h;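 further: potency means the concentration at half of the fitted maximal effect; % of control where 0% means no effect; nearly all actives have a fitted effect of over 60% in size; reporter is driven by a mutant NPC1 promoter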
#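 Cells: Huh7 expressing luciferase under the NPC1 promoter, 1500/well. Seeded 2 h, compound added, incubated 24 h at 37 °C. Luciferase reagent, 10 min ambient, then luminescence.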
# p53 reactivator: re-activators of mutant p53 | H1299 p53-A138V BP100-luciferase reporter, luminescence, 24 h | Potency, µM (titrated, usually from 92.2 µM), without a hit: top-dose activity change, positive = activation, usual class: activators | hit rate 0.063% among 320,000 | AID 504706; further: potency means the concentration at half of the fitted maximal effect; % of control where 0% means no effect; nearly all actives have a fitted effect of over 45% in size
#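 p53-null H1299 cells stably carrying temperature-sensitive p53-A138V and a BP100-luciferase reporter were pinned with compounds (4-point, 1:5 series) and held 24 hrs at 37 deg C. Luminescence was read 10 min after detection reagent.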
# Menin MLL FP TR: menin-MLL binding inhibition, Texas Red mutant peptide; O00255; Menin + Texas Red MLL mutant peptide, fluorescence polarization; Potency, µM (doses to about 61.6 µM), without a hit: at the highest dose FP activity change, negative = inhibition, most hits filed as inhibitors; hit rate 0.23% among 270,000; active means well fitted inhibition curve with a large enough effect in the polarisation, with a control signal flat, not every such curve was filed as active; inconclusive means small, poorly fitted or top-dose-only effect, or effect the other way, or a change in a side signal; inactive means no such curve, though single readings can be large or run the other way; the % refers to the polarisation; further: potency means the concentration at half of the fitted maximal effect; % of control where 0% means no effect; many of its hits are not listed in these tables
# PKM2 activator: increases activity of human pyruvate kinase M2 | Potency, µM (highest dose often 57.5 µM), for the others: at the top dose activation, actives largely listed as activators | hit rate 0.34% among 260,000 | purified PKM2, Kinase-Glo ATP luminescence, activation; response scale: 0% is enzyme alone, no compound | P14618; further: potency means the concentration at half of the fitted maximal effect; on the % scale 0 is the no-effect control and ±100 the full control effect; nearly all actives have a fitted effect of over 55% in size
# Target sequence (P14618 whole entry, looked up): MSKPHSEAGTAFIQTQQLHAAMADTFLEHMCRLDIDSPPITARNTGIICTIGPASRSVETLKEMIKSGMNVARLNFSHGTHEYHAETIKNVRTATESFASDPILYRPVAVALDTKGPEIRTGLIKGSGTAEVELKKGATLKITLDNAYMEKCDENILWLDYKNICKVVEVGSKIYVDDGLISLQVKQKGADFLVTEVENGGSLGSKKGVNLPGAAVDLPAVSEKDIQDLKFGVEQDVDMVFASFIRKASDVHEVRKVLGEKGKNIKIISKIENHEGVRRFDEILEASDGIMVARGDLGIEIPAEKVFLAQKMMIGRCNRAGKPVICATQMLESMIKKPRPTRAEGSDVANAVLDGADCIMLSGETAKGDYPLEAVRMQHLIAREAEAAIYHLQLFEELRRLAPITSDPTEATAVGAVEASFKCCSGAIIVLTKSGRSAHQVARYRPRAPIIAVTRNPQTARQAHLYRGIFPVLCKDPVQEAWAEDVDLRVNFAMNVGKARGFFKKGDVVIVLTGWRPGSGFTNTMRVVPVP
#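 Purified hPK-M2 (>95%) run at intermediate activity with 0.1 mM ADP and 0.5 mM PEP in 50 mM imidazole pH 7.2, KCl, MgCl2; 1 h room temperature. ATP formed read by Kinase-Glo luminescence; normalized to uninhibited and no-enzyme controls.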
# RORg inh: ROR gamma (mouse) transcription inhibition; Potency, µM (doses to about 53.6 µM), inactives show at the top dose activity change, negative = inhibition, actives largely listed as inhibitors; P51450; AID 2551; hit rate 5.4% among 310,000; Drosophila S2 Gal4-RORgamma UAS-luciferase reporter, 20 h; further: potency means the concentration at half of the fitted maximal effect; on the % scale 0 is the no-effect control and ±100 the full control effect; nearly all actives have a fitted effect of over 60% in size
#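 ROR gamma transcriptional activity was tracked as Gal4-UAS luciferase output in stably transfected Drosophila Schneider cells, with compound added 1 hr before 700 uM copper sulfate induction and a 20 hr ambient-temperature incubation.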
# Rab9 promoter act: activators of Rab9 promoter; Huh7 Rab9 promoter-luciferase reporter, luminescence, 24 h; Potency, µM (series often up to 9.22 µM), for inactives: top-dose activation, negative = inhibition, hits mostly activators; hit rate 2.8% among 320,000; further: potency means the concentration at half of the fitted maximal effect; % of control where 0% means no effect; nearly all actives have a fitted effect of over 60% in size
#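 Rab9 promoter-driven luciferase in stably transfected Huh7 cells; 1500 cells/well rested 2 h, exposed to compound in DMSO for 24 h at 37 °C, 5% CO2. Luminescence read 10 min after adding luciferase reagent at ambient temperature.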
# BRCA1 expr up: increases BRCA1 expression; MCF7-BRCA1-FFLuc reporter, luminescence, 48 h; response scale: scaled: vehicle 0%, 10 µM genistein 100%; Potency, µM (highest dose often 46.1 µM), for inactives: at the highest dose activation, usual class: activators; hit rate 1.1% among 380,000; AID 624202; further: potency means the concentration at half of the fitted maximal effect; nearly all actives have a fitted effect of over 80% in size; some results filed as inactive show a strong effect at the top dose
#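 MCF7-BRCA1-FFLuc, 2000 cells/well; 2 h attach, 37 °C/5% CO2; compound 48 h; luciferase substrate 15 min; luminescence end-point. Norm. to genistein 10 microM max activation and DMSO; concentration-response curves fitted.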
# Giardia killer: kills Giardia lamblia. Giardia lamblia trophozoite viability. activity change, % at 7.66 µM, hits read low. hit rate 0.15% among 340,000. AID 540267; in the data active means activity change below about -80%; inconclusive means between about -30% and that limit;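 further: parasites exposed to compound for two days anaerobically before the ATP read; on the % scale 0 is the no-effect control and ±100 the full control effect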
#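 Trophozoites 100 cells/well + cpd; 48 hrs, 37 deg C, anaerobic. ATPLite 1-Step added, 15-30 min RT, luminescence read (ATP-based viability).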
# ELG1 genotoxic: genotoxicity induction in ELG1-luciferase HEK293T cells; HEK293T ELG1-luciferase reporter, luminescence, 16 h; Potency, µM (doses to about 46 µM), for the others: at the top dose activity change, positive = activation, usual class: activators; hit rate 1.3% among 330,000; AID 504466; further: potency means the concentration at half of the fitted maximal effect; % of control where 0% means no effect; nearly all actives have a fitted effect of over 60% in size
#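 16 hr compound incubation (37 °C, 5% CO2) of HEK293T cells carrying luciferase-tagged ELG1; luciferase then measured by ONE-Glo luminescence after 30 min at RT.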
# * = called active by the depositor; ? = inconclusive; . = no result given; & = joins results of further samples; [ ] = remark or other dose. Unless noted, the call rests on the fitted dose curve; in most records, active means well fitted curve in the direction sought with a large enough effect; inconclusive means small, poorly fitted or top-dose-only effect, or another doubt; inactive means no such curve, though single readings can be large; an effect the other way counts as inactive or inconclusive. This is a subset, so the mix of outcomes need not match the whole.
SMILES,VP16 counter,FLuc modulator,NPC1 promoter act,p53 reactivator,Menin MLL FP TR,PKM2 activator,RORg inh,Rab9 promoter act,BRCA1 expr up,Giardia killer,ELG1 genotoxic
CCCSc1nnc2c(n1)OC(c1cccn1C)N(C(C)=O)c1ccccc1-2 (configuration not stated),0%,3%,0%,-24%,-18%,-1%,-10%,2%,-3%,16,0%
CSc1ccc(S(=O)(=O)N2CCC(C(=O)NC3CC3)CC2)cc1,-3%,0%,-1%,1%,8%,.,8%,5%,-15%,-3,-3%
Nc1nc2ccc(-c3nc4ccccc4o3)cc2s1,?,1.3µM*,1.1µM*,?,13%,4%,?,0.63µM*,?,-29,?
OC(COc1ccc2ccccc2c1)Cn1ccnc1 (configuration not stated),2%,-10%,7%,-2%,-6%,2%,15%,-2%,13%,5,-3%
COc1cccc(NC(=O)c2nnn(CC(=O)Nc3cc(C)cc(C)c3)c2N)c1,-21%,-1%,0%,3%,59%[activator],.,-10%,8%,12%,-2,0%[9.26 µM]
CC(=O)OC1C(OC(C)=O)N(C(C)=O)C(=O)N1C(C)=O (configuration not stated),-7%,4%,-3%,1%,-2%,0%,9%[10 µM],-2%,15%,-8,-1%
COCCn1ccc(O)c(Cc2ccc(Cl)cc2)c1=O,-16%,0%,-1%,-2%,4%,-2%,0%,1%,-16%,27,-1%
CC(OC(=O)CC1CCCCC1)C(=O)Nc1ccc(S(N)(=O)=O)cc1 (configuration not stated),.,0%,-2%,4%,.,.,.,3%,-13%,8,5%
CCN(CC(=O)NCc1ccc(F)cc1)C(=O)COc1ccc2ccccc2c1,2%,-10%,-1%,-2%,-1%,-5%,?,2%,-8%,8,-3%
Cc1c(OCC(=O)NCCN2CCOCC2)ccc2c1oc(=O)c1ccccc12,-8%,-7%,0%,-11%,-5%,.,-26%,3%,13%,5,-8%
O=C(Nc1ccc(Cl)cc1C(=O)Nc1ccncc1)c1ccco1,?,-17%,2%,-11%,.,-2%,-18%,8%,4%,-8,-12%
Cc1nnc(NC(=O)c2ccc(C)c(S(=O)(=O)N3CCOCC3)c2)s1,24%,?,.,.,9%,-1%,3%,.,-1%,8,.
Cc1ccc(C)c(OCCSc2nnc(C)c(=O)[nH]2)c1,0%,?,5%,-2%,-1%,2%,?,-2%,1%,14,-3%
CCCOc1ccc(-c2c(C(=O)N/N=C/c3ccsc3)nnn2-c2nonc2N)cc1,?,2%,-8%,-1%,.,.,7.9µM*,-6%,-6%,6,-2%
COC(=O)C1=C(C)NC(=S)NC1c1ccc(OCC(=O)N2CC(C)OC(C)C2)c(OC)c1 (configuration not stated),.,3%,-1%,5%,.,.,.,-3%,1%,2,1%
O=C(Nc1ccc(Cl)cc1)c1cc(S(=O)(=O)Nc2ccccn2)ccc1Cl,6%,-18%,-7%,-9%,42%[activator],.,25%,-4%,-20%,6,-10%
O=C(CSc1ccccn1)Nc1ccc2c(c1)CCC2,.,12µM*,17%,8%,.,.,.,?,10µM*,-5,?
Oc1cnn(-c2ccccc2)c1,?,-13%,9%,-2%,13%,-8%,40%,-1%,36%,0,?
O=C(NCc1ccccc1CN1CCCC1)c1cccc(S(=O)(=O)N2CCOCC2)c1,.,6%,-2%,-3%,.,.,.,0%,-15%,1,-4%
CCOc1ccc2nc(COC(=O)c3ccco3)c(C(C)=O)[n+]([O-])c2c1,2%,?,1%,6%,-1%,0%,13%,0%,-16%,13,1%

# 6 of these compounds in a different format.
Compound	VP16 counter	FLuc modulator	NPC1 promoter act	p53 reactivator	Menin MLL FP TR	PKM2 activator	RORg inh	Rab9 promoter act	BRCA1 expr up	Giardia killer	ELG1 genotoxic
CCCOc1ccc(-c2c(C(=O)N/N=C/c3ccsc3)nnn2-c2nonc2N)cc1	?	2%	-8%	-1%	.	.	7.9µM*	-6%	-6%	6	-2%
COC(=O)C1=C(C)NC(=S)NC1c1ccc(OCC(=O)N2CC(C)OC(C)C2)c(OC)c1 (configuration not stated)	.	3%	-1%	5%	.	.	.	-3%	1%	2	1%
O=C(Nc1ccc(Cl)cc1)c1cc(S(=O)(=O)Nc2ccccn2)ccc1Cl	6%	-18%	-7%	-9%	42%[activator]	.	25%	-4%	-20%	6	-10%
O=C(CSc1ccccn1)Nc1ccc2c(c1)CCC2	.	12µM*	17%	8%	.	.	.	?	10µM*	-5	?
Oc1cnn(-c2ccccc2)c1	?	-13%	9%	-2%	13%	-8%	40%	-1%	36%	0	?
O=C(NCc1ccccc1CN1CCCC1)c1cccc(S(=O)(=O)N2CCOCC2)c1	.	6%	-2%	-3%	.	.	.	0%	-15%	1	-4%

# Following part.
SMILES,VP16 counter,FLuc modulator,NPC1 promoter act,p53 reactivator,Menin MLL FP TR,PKM2 activator,RORg inh,Rab9 promoter act,BRCA1 expr up,Giardia killer,ELG1 genotoxic
Cc1cccc(C(=O)OCC(=O)Nc2ccccc2C(=O)NC2CC2)c1,.,.,4%,?,.,.,.,0%,-18%,-1,1%
CC1Sc2ccc(S(=O)(=O)N3CCC(C(=O)N(C)Cc4ccco4)CC3)cc2NC1=O (configuration not stated),-8%,-1%,-8%,3%,.,.,?,-14%,-16%,2,-7%
Cc1ccn2cc(C(=O)Nc3cccc(C(=O)NC4CC4)c3)nc2c1,.,1.3µM*,?,21%,.,.,.,?,24%,-19,-8%
Cn1nc([N+](=O)[O-])nc1Sc1cccc2cccnc12,18µM*,-4%,-28%,8%,?,5%,11µM*,-41%[inhibitor],-75%,?,7%
O=C(NCCc1ccccn1)c1ccc2nc(Cc3ccccc3F)oc2c1,20%,11µM*,2.8µM*,8%,.,5%,41%,2µM*,?,6,4.6µM*
CCCCn1c(N)c(N(Cc2ccccc2OC)C(=O)C(C)C)c(=O)[nH]c1=O,-18%,0%,-3%,-2%,.,2%,28%,6%,-5%,-21,-4%
Cc1cccc(NS(=O)(=O)c2ccc3nc(-c4ccccc4)[nH]c3c2)c1C,-9%,-3%&6%,-6%,-3%,?,0%,0%[10 µM],-1%,-1%&-17%,8,-2%
O=C1CCCN1CC(O)CS(=O)(=O)c1ccc(Cl)cc1 (configuration not stated),-6%,3%,-2%,-12%,13%,1%,4%,-1%,3%,7,1%
CCOc1ccccc1OCCn1ncc2ccc(OC)c(OC)c2c1=O,-2%,-16%,-7%,?,3%,-1%,19%,2%,65%,2,-1%
COc1ccc(C(=O)Nc2cc(C(F)(F)F)ccc2-n2cncn2)cc1,-13%,0%,1%,-2%,-3%,7%,1%,-1%,2%,-22,-6%
Cc1cc(=O)oc2cc(OCC(=O)Nc3ccc(N4CCC(C)CC4)cc3)ccc12,-8%,7%,-8%,3%,-6%,0%,-26%,-3%,-32%,1,9%
Cc1nnsc1-c1c(C(=O)N2CCOCC2)c(C)nn1-c1ccc(Cl)cc1,-1%,7%,-9%,-3%,.,1%,2%,2%,0%,-1,-6%
O=C(CSc1nnc(-c2ccccc2Br)o1)N1CCN(C(=O)c2ccco2)CC1,-25%,-14%,11%,-8%,-10%,?,-39%,5%,-1%,4,-3%
Cc1nc(Nc2ccccc2)sc1C(=O)c1ccccc1,?,21µM*,?,13%,.,-5%,74%,3.5µM*,10µM*,-4,13%
Cc1cc(NC(=O)CCl)n(-c2nc3ccccc3s2)n1,3%,-6%,-7%,20%,2%,0%,-28%,-1%,-32%,17,8%
CCOc1ccc(NC(=O)C(C)NC(=O)c2ccccc2Cl)cc1S(=O)(=O)N1CCCC1 (configuration not stated),.,?,-2%,-2%,.,.,.,-5%,17%,10,1%
COc1cccc(/C=N/NC(=O)c2cnccn2)c1O,2.5µM*,15µM*,-23%,?,.,-23%,2.2µM*,-23%,0%,-6,15%
CCCCn1c(N)c(N(CC(C)C)C(=O)c2cc3c(s2)CCC3)c(=O)[nH]c1=O,.,-2%,1%,-2%,.,.,.,-5%,9%,-16,1%
CC1(C)Cc2c(sc(NC(=O)Cc3ccccc3)c2C#N)CO1,-11%,0%,-2%,6%,.,-2%,-1%,1%,9%,-3,0%
COc1ccc(CCNC(=O)COC(=O)c2ccc(Br)o2)cc1OC,5%,-2%,-4%,-3%,.,-1%,-12%,-3%,4%,7,0%
COc1c(O)ccc(C2NC(=O)NC(C)=C2C(=O)Nc2ccccc2C)c1[N+](=O)[O-] (configuration not stated),-13%,-3%,-3%,-3%,1%,3%,3%,2%,-1%,9,-1%
